# Source: PubChem
# DDE Tn7 FP inh: inhibitors of Tn7 peptide binding to fibrin DD(E), primary screen, biochemical, fluorescence polarization, human fibrin, Tn7 probe. FP displacement of FITC-Tn7 peptide from fibrin DD(E); 0% = median of compound wells per plate. 370,000 tested, 0.13% active. Fibrinogen beta chain (Homo sapiens), P02675. AID 720508, 2013. inhibition, % at 8.3 µM;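 active means inhibition above the mean of compounds falling within the control limits plus 3 SD of them, cut at about 14% in these data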;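 further: 0% = plate median of compound wells and 100% = 10 µM Aha-Tn7 peptide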
# Target sequence (P02675 whole entry, looked up): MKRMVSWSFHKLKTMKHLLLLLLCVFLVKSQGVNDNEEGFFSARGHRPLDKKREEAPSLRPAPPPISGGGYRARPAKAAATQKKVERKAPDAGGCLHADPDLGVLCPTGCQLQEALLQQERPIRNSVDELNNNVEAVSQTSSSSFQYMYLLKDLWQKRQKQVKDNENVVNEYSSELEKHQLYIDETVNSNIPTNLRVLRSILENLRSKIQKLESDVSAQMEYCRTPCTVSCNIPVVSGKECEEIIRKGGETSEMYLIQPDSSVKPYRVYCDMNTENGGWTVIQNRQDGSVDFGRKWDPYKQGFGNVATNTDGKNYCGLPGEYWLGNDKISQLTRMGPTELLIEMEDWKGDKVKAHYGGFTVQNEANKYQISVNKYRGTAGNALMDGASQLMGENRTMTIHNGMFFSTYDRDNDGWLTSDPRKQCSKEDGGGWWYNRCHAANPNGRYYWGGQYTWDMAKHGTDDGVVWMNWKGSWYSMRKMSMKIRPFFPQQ
#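 System: human fibrin DD(E); quantity: Fibrin-DD(E) at 2 µM final; also added: fluorescent Tn7 probe at 0.1 µM; compound dosing: single nominal test concentration of 8.3 µM per compound; schedule: 10 min preincubation, 3 h with tracer, room temperature; detection: fluorescence polarization of the labelled Tn7 tracer; repeats: one replicate per compound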
# HGIII-sPLA2 inh: human group III sPLA2 inhibitors, primary screen, biochemical, QFRET, BODIPY PC-A2 liposome substrate | QFRET BODIPY PC-A2 liposome hydrolysis, fluorescence | inhibition, % at 12.2 µM | 370,000 tested, 0.56% active;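 active means inhibition above mean plus 3 SD of compounds lying within the high and low control bounds, cut at about 19% in these data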;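 further: 0% = median of test compound wells and 100% = no enzyme DMSO wells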
# PLC-gamma1 inh: PLC-gamma1 enzyme inhibitors, primary screen, biochemical, fluorescence, purified enzyme | fluorogenic substrate | inhibition, % at 12.2 µM | 370,000 tested, 0.84% active | 1-phosphatidylinositol 4,5-bisphosphate phosphodiesterase gamma-1 (Homo sapiens), P19174; in the data active means inhibition above about 9.5%
# PLCb3 inh: human PLC-beta3 inhibitors, primary screen, biochemical, fluorescence. 1-phosphatidylinositol 4,5-bisphosphate phosphodiesterase beta-3 (Homo sapiens), Q01970. Purified PLC-beta3, fluorogenic substrate. inhibition, % at 12.2 µM. 370,000 tested, 0.18% active. AID 720704, 2013; in the data active means inhibition above about 11%;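 further: 0% = median of compound wells on plate and 100% = full blocker control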
# UHRF1 MBD2 ctr: UHRF1 methylated DNA binding inhibitors, primary screen, counter-screen for MBD2 inhibitor project, biochemical, TR-FRET, human UHRF1, single concentration. UHRF1 binding to methylated oligo. inhibition, % at 4.4 µM. AID 687016, 2013. 370,000 tested, 0.75% active; in the data active means inhibition above about 21%;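 further: UHRF1 SRA domain binding a hemimethylated CpG hairpin DNA probe; 0% = median of test compound wells and 100% = reference inhibitor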
# KLK7 zymogen act: proKLK7 zymogen activators, primary screen, biochemical, fluorescence intensity; Kallikrein-7 (Homo sapiens), P49862; purified proKLK7, EDANS-DABCYL substrate fluorescence; 100% is mature enzyme control, 0% vehicle; activation, % at 7 µM; 370,000 tested, 0.9% active; AID 652039, 2013;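 active means activation above the mean of all tested compounds plus 3 SD, computed per campaign excluding outliers beyond control limits, cut at about 13% in these data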
# NR1D1 modulator: modulators of Rev-erb alpha DNA binding, primary screen, biochemical, FITC-DNA, fluorescence polarization, uHTS. Nuclear receptor subfamily 1 group D member 1 (Homo sapiens), P20393. Rev-erbα–FITC-DNA binding, 90 min. activity, % at 10 µM. 370,000 tested, 0.79% active. AID 1259318, 2017;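 active means activity above about 14%, limit read from the data; passing the limit was not always enough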;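 further: 0% = DMSO wells with 35 nM protein and 100% = DMSO wells with 750 nM protein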
# Tn6 DDE FP: inhibitors of Tn6 peptide binding to fibrin DD(E), primary screen, biochemical, fluorescence polarization, human fibrin, Tn6 probe; Fibrinogen beta chain (Homo sapiens), P02675; Fibrin DD(E) TRITC-Tn6 fluorescence polarization displacement; inhibition, % at 8.3 µM; 370,000 tested, 0.21% active; AID 720509, 2013;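 active means inhibition above a per-campaign cutoff: mean of compounds within control limits plus 3 SD, cut at about 15% in these data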;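 further: 0% = median of all compound wells on the plate and 100% = blocking peptide control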
# ARFGAP1 inh: inhibitors of rat ARFGAP1 GAP activity, primary screen, biochemical, fluorescence polarization, GDP tracer; ADP-ribosylation factor GTPase-activating protein 1 (Rattus norvegicus), Q62848; Arfgap1-stimulated ARF1 GTP hydrolysis, GDP FP detection; inhibition, % at 16.5 µM; 360,000 tested, 0.26% active; AID 651572, 2012;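 active means inhibition above a per-plate limit, mean inhibition of low control wells plus 3 SD, cut at about 25% in these data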;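 further: 0% = DMSO wells with enzyme and 100% = wells lacking Arfgap1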
# Target sequence (Q62848 1-136 limits assumed): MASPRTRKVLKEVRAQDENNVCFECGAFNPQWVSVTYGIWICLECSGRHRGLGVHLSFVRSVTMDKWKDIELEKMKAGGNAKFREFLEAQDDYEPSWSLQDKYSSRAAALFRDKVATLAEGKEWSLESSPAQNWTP
#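 Material: rat Arfgap1 catalytic domain, aa 1-136; also added: human ARF1(Δ1-17)-GTP substrate; compound dosing: one concentration, 16.5 µM, DMSO 1.26%; incubation: GTP hydrolysis reaction 2 h at 25 °C; measured by: Tracer-displacement fluorescence polarization with EDTA stop, 620/688 nm; evaluation: % inhibition from polarization; repeats: one replicate per compound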
# ASAP1 inh: inhibitors of human ASAP1 ArfGAP activity, primary screen, biochemical, fluorescence polarization; ASAP1-stimulated ARF1 GTP hydrolysis, GDP FP detection; AID 624377, 2012; inhibition, % at 16.5 µM; 360,000 tested, 0.19% active; in the data active means inhibition above about 25%;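 further: 0% = vehicle with enzyme and substrate and 100% = no enzyme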
# Target sequence (Q9ULH1 325-724 limits assumed): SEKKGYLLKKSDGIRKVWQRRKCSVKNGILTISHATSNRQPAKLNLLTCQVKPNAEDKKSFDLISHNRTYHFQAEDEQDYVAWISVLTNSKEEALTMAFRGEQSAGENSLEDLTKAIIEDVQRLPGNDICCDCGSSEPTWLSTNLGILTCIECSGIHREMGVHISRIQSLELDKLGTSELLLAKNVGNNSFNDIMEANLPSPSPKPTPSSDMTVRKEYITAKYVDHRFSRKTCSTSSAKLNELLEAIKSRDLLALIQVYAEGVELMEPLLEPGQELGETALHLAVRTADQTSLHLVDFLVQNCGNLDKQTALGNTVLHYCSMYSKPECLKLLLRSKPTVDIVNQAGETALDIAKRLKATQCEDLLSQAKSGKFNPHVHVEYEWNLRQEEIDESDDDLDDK
# * = called active by the depositor; i = inactive; · = no result given.
# Start of the listing, in advance:
SMILES,DDE Tn7 FP inh,HGIII-sPLA2 inh,PLC-gamma1 inh,PLCb3 inh,UHRF1 MBD2 ctr,KLK7 zymogen act,NR1D1 modulator,Tn6 DDE FP,ARFGAP1 inh,ASAP1 inh
Cc1ccc(CSc2nnc(-c3ccncc3)n2CC2CCCO2)cc1 (configuration not stated),-6,2,1,2,2,0.0,-2,-1,-10,10
C=CCN(C(=O)CCS(=O)(=O)c1cccc2nsnc12)c1ccccc1,-6,-4,7,-2,-2,-0.3,-1,-1,0,-12

# The list itself, from the start:
SMILES,DDE Tn7 FP inh,HGIII-sPLA2 inh,PLC-gamma1 inh,PLCb3 inh,UHRF1 MBD2 ctr,KLK7 zymogen act,NR1D1 modulator,Tn6 DDE FP,ARFGAP1 inh,ASAP1 inh
Cc1ccc(CSc2nnc(-c3ccncc3)n2CC2CCCO2)cc1 (configuration not stated),-6,2,1,2,2,0.0,-2,-1,-10,10
C=CCN(C(=O)CCS(=O)(=O)c1cccc2nsnc12)c1ccccc1,-6,-4,7,-2,-2,-0.3,-1,-1,0,-12
COC(=O)c1cn(CC(=O)N2C(C)CCCC2C)c2ccccc12 (configuration not stated),5,2,-1,-3,4,0.3,0,-3,0,10
Cc1ccc(NC(=O)C/C(N)=N/OC(=O)c2ccccc2)cc1,5,-3,0,-5,4,0.0,-4,-4,-13,25
COCCN(Cc1ccc(F)cc1)C(=O)c1cc2ccccc2oc1=O,-4,3,1,-9,0,0.4,0,-9,2,5
Cc1ccc2nc(/C(C#N)=C/c3ccc(O)c(O)c3)[nH]c2c1,-4,1,-122,-149,-5,0.2,9,-5,5,7
COc1ccccc1CCCNC(=O)C1CCC(=O)N(CCCN2CCCC2=O)C1 (configuration not stated),2,5,2,-7,-2,-0.6,3,2,3,-7
COc1c2c(c(OC)c3c1c(=O)c1ccccc1n3C)OCO2,3,-15,-65,-103,-8,0.9,-1,-1,-8,8
COc1ccccc1NC(=S)N/N=C1\CC(C)(C)Oc2ccc(O)cc21,3,-9,-119,-140,-2,-10,1,-2,9,2
Cc1cnc(C(=O)NCc2ccc(F)cc2)cn1,-4,0,-1,0,-2,-0.6,1,-2,5,25
Cc1ccc(NC(=O)CSCC(=O)OC(C)C(=O)Nc2ccc(S(N)(=O)=O)cc2)c(C)c1 (configuration not stated),-7,-5,-2,2,-1,-0.5,3,2,0,-3
COC(=O)CSc1nnc(-c2cc(-c3ccccc3)n[nH]2)n1N,-7,1,1,4,0,-0.1,-6,-1,·,·
CCCCC(=O)Nc1nn(C)c2nc3c(C)cccc3cc12,-4,-2,-23,-24,-1,-0.5,-2,1,12,3
C=CCNc1oc(-c2cccc3ccccc23)nc1C#N,3,-6,i,i,-3,-117,1,3,3,-14
CC1Oc2ccccc2N(CC(=O)N2CCCCC2)C1=O (configuration not stated),0,-2,2,-6,1,0.4,0,11,11,-14
CC1=CC(=C2C=CC(=O)C=C2)C=C(C)N1C,2,18,3,-14,1,-0.2,-3,-6,0,-2
O=C(NCC(c1ccco1)N1CCCC1)c1cc(=O)[nH]c2ccccc12 (configuration not stated),1,5,-52,-70,18,2.8,-4,0,-2,-7
Clc1ccccc1-c1nc2ccccc2c2nc3ccccc3n12,3,0,-10,-12,-1,-0.7,-5,5,5,21
Cc1ccc(NC(=O)COC(=O)c2ccc3ncsc3c2)c(C)c1,6,-6,-1,-1,22*,-0.5,0,7,1,2
Nn1c(-c2ccccn2)nnc1-c1ccccn1,-2,8,1,3,2,-0.4,-6,4,-2,-3
COc1cccc(-c2cc3c(-n4cccc4)ncnc3o2)c1,3,1,-54,-73,-4,-23,2,2,-10,24
COc1ccc(Cl)cc1NC(=O)CN(C)C(=O)Cn1[nH]c(=O)c2ccccc2c1=O,-7,7,2,-6,-1,-0.1,-4,2,-12,8
CC(C)CCNC(=O)C1CCN(c2nc3ccccc3o2)CC1,-2,1,-2,1,-1,-0.3,0,-1,2,-1
O=C1CN(C(=O)c2cc([N+](=O)[O-])ccc2Cl)C(c2ccccc2)c2cc(F)ccc2N1 (configuration not stated),-1,31*,1,3,11,0.5,-3,-2,1,5
CC(=O)NC1=NN(c2ccccc2)C(=O)C1,2,0,1,2,9,0.0,-1,-7,-6,-5
CCOC(=O)N1CCN(C(=O)C[C@H]2C[C@@]3(C(=O)OC)C(=C[C@H](C(C)(C)C)O[C@@H]3C)N(Cc3ccco3)C2=O)CC1,5,-3,2,1,1,-0.3,-4,4,·,·
Cn1c(=O)c(=O)n(C)c2cc(N3CCCCC3)c(NS(=O)(=O)c3ccc([N+](=O)[O-])cc3)cc21,-6,21*,-113,-176,7,0.1,-2,4,-2,-4
Cc1ccc(/C=C2/Sc3ccc(C(=O)NCCN4CCOCC4)cc3NC2=O)cc1,5,-5,-11,-21,0,0.0,-18,0,8,2
COc1ccc(-c2cc(CCC(=O)N3CCN(c4cc(C)ccc4C)CC3)on2)cc1,1,-1,-3,-5,0,0.7,4,-1,-21,0
CC1(C(=O)NCc2cccc(Cl)c2)Cc2c(-c3ccc4c(c3)OCO4)ccnc2O1 (configuration not stated),6,-10,-9,-6,0,-0.8,4,-1,-4,-8
Cc1cc(C)c(C#N)c(SCc2ccccc2C(=O)O)n1,2,-4,-1,-1,-2,-0.2,-8,0,-6,8
CCOc1ccc(S(=O)(=O)NCc2ccco2)c2ccccc12,-7,-24,1,-29,0,-0.9,2,2,-1,-1
COc1ccc(C)c2sc(=NC(=O)C(C)C)n(C)c12,-2,0,-5,2,-2,0.6,158*,-4,-7,9
Cc1cc(NC(=O)CSc2nc(-c3ccccc3)cs2)no1,1,1,2,3,0,0.1,1,-1,10,-9
CCOC(=O)C(C)(C)N(Cc1ccccc1C)S(=O)(=O)c1ccc(Cl)c([N+](=O)[O-])c1,1,-2,-3,0,-2,-0.3,13,-3,1,-6
COC(=O)c1[nH]c2cc(OC)c(OC)cc2c1NC(=O)Oc1ccccc1,2,12,-83,-106,-5,7.7,9,-6,9,18
CCOc1ccc(C(C(=O)NCC2CCCO2)N(Cc2cccc(OC)c2)C(=O)c2snc(C(N)=O)c2N)cc1 (configuration not stated),-6,-6,-12,-21,0,-0.9,-1,10,-12,-9
CN(CC(=O)Nc1ccc(Cl)cc1)CC(=O)Nc1ccc(F)c(F)c1F,-5,-6,1,3,1,-0.3,2,4,-7,7
C#C[C@]1(O)CC[C@H]2[C@@H]3CCc4cc(OC5CCCC5)ccc4[C@H]3CC[C@@]21C,4,-15,-1,2,0,-0.2,4,4,5,12
Cc1cccc(NC(=S)NCCc2ccccn2)c1,-7,8,3,-6,0,0.0,-1,-1,9,-6
CCC(C)[C@H]1COCCS(=O)(=O)N1Cc1ccc(Br)cc1 (some centres not stated),8,-11,-3,1,0,-0.4,-1,-1,-2,3
CC1Cc2cc(S(=O)(=O)CCC(=O)N3CCN(c4ccccc4)CC3)ccc2N1C(=O)C1CC1 (configuration not stated),-2,-1,-1,-1,-1,0.6,-8,5,0,-16
COc1cccc(-n2nc(C(=O)O)c3ccccc3c2=O)c1,-6,-3,7,0,1,0.2,1,-2,4,0
COc1ccc(-c2nnc3c4ccccc4c(C)nn23)cc1,-1,-2,-29,-37,-8,0.3,0,8,1,4
CCc1nc(NC2CCCCC2)c(C#N)c2c1COC(C)(C)C2,2,-4,-4,-5,0,0.1,3,7,-1,6
CC(=O)NNC(=S)Nc1cc(S(=O)(=O)N(C)C)ccc1C,4,7,1,6,-2,-0.2,-6,5,5,5
Clc1cccc2sc(N3CCCC3)nc12,-2,5,2,-2,3,0.2,-1,4,1,-2
CC1CCCN(C(=O)CCS(=O)(=O)c2cc3c(cc2Cl)NC(=O)CO3)C1 (configuration not stated),0,8,4,0,-1,-0.1,-6,5,-2,1
CCOC(=O)c1cc(C#N)c(N2CCNCC2)nc1C(F)(F)F,2,0,-8,-25,4,3.8,2,-1,0,3
CCn1c(=O)c2ccccc2n(Cc2cccc([N+](=O)[O-])c2)c1=O,0,0,2,4,-2,0.6,-2,0,-10,13
COc1cccc(NC(=O)C2CCN(S(=O)(=O)c3ccc4c(c3)CC(C)N4C(C)=O)CC2)c1 (configuration not stated),1,1,0,-9,4,0.2,11,-4,-3,-2
CC(=O)c1c(C)oc2c1cc(O)c1ccccc12,7,6,0,-9,2,0.2,1,3,-4,4
Cc1nc(SCc2nc3ccc([N+](=O)[O-])cc3[nH]2)c2oc3ccccc3c2n1,1,4,2,1,-2,0.2,-6,6,19,1
CCN1C(=O)N[C@H]2C[C@H](C(=O)N3CCCC3)[C@H](C)[C@H](c3ccccc3)C[C@H]21,10,2,-3,0,-2,0.4,13,6,-15,-1
O=C(NCCc1ccccc1)c1cccc(NC(=O)C2CCC2)c1,7,15,-1,0,3,0.0,-10,-1,-11,-2
CCNC(=S)N(CCN(C)C)Cc1cc2cc3c(cc2[nH]c1=O)OCO3,-6,3,-35,-38,4,3.7,0,7,17,5
CC(Oc1ccc(Cl)cc1)/C(N)=N/O (configuration not stated),-2,8,6,-2,8,0.2,5,-1,0,-1
CCN(CC)c1c2c(nc3ncnn13)CCCC2,-1,6,0,0,3,0.1,-6,3,·,·
CC(CNS(=O)(=O)c1ccccc1)(c1ccccc1)N1CCCCC1 (configuration not stated),-3,-4,0,-4,-2,0.6,0,-1,-10,-4
O=C(O)Cc1sc(Nc2ccccc2)nc1-c1ccc(Cl)cc1,-7,-3,-88,-101,7,-0.6,-2,4,0,13
# Additional results follow:
SMILES,DDE Tn7 FP inh,HGIII-sPLA2 inh,PLC-gamma1 inh,PLCb3 inh,UHRF1 MBD2 ctr,KLK7 zymogen act,NR1D1 modulator,Tn6 DDE FP,ARFGAP1 inh,ASAP1 inh
Cc1cc(OCC(=O)NC2CCN(C)CC2)ccc1[N+](=O)[O-],-3,3,-2,4,2,-0.7,4,-6,-1,-1
Nn1c(=O)c2ccccc2n2c(SCc3ccc(C(F)(F)F)cc3)nnc12,3,-2,2,0,3,0.5,1,-6,-5,6
Nc1nc(CSc2ccccc2)nc(N2CCCCC2)n1,-1,-3,0,-2,2,0.2,8,2,-5,-4
CCCN(CC(=O)Nc1ccccc1C)C(=O)COc1ccc2c(c1)CCC2,-7,-7,0,-7,1,-0.1,0,-2,7,4
